Screening data deposited in PubChem BioAssay by National Center for Advancing Translational Sciences (NCATS).
KDM5B inh – blocks human KDM5B histone demethylase activity | Q9UGL1 | 220,000 compounds, 2.6% hits | KDM5B demethylase, FDH-coupled NADH fluorescence (FDH is formaldehyde dehydrogenase) | Potency, µM (doses to about 57.7 µM), inactives show top-dose activity change, negative = inhibition, most hits filed as inhibitors; active = well fitted inhibition curve with a large enough effect; inconclusive = small, poorly fitted or top-dose-only effect; inactive = no such curve, though single readings can be large or run the other way; also: 0% is about no effect; nearly all actives have a fitted effect of over 70% in size
Target sequence (Q9UGL1 whole entry, looked up): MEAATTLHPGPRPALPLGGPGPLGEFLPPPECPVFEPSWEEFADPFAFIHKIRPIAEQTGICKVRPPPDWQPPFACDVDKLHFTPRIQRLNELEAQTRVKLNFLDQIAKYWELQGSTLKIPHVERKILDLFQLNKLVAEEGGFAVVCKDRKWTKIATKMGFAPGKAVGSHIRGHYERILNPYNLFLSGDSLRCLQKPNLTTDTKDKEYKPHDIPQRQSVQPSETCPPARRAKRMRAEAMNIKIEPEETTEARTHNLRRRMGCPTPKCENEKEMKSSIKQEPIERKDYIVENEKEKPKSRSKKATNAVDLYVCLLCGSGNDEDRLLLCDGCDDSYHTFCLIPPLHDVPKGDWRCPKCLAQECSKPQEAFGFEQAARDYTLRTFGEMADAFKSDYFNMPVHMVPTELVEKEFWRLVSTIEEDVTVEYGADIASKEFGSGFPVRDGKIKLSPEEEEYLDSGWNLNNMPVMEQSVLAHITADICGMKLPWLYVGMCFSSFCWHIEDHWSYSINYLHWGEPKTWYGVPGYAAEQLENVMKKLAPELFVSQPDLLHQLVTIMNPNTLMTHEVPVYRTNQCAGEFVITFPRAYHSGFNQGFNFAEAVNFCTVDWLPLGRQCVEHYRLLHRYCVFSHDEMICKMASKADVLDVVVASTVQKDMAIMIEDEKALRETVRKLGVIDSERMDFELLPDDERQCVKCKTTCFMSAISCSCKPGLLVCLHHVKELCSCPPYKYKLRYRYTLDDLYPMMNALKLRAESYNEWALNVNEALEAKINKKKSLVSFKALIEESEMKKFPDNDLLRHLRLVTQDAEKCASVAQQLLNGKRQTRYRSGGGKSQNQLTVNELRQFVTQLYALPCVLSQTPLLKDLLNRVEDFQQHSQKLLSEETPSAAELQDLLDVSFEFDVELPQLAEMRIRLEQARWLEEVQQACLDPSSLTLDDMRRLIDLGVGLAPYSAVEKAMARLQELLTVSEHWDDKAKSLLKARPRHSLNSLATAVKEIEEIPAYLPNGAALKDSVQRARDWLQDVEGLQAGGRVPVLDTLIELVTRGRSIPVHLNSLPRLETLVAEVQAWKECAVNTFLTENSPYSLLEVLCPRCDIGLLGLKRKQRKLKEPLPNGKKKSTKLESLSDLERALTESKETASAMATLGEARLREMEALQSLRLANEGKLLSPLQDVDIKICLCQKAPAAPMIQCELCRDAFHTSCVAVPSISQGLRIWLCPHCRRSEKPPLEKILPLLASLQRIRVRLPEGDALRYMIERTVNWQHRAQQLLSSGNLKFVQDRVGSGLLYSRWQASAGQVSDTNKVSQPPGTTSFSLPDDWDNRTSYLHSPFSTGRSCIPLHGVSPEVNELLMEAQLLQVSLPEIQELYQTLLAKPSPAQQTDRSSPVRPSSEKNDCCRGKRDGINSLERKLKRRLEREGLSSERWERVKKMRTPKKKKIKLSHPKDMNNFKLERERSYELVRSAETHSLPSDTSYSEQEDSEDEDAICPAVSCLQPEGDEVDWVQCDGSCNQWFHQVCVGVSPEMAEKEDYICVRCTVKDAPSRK
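Coupled FDH/NAD⁺ fluorescence readout. KDM5BΔAP 200 nM final; compound titration, 10 min RT preincubation; substrate mix 12.5 µM H3K4me3, 25 µM 2-OG, 50 µM Fe(II), 100 µM ascorbate, 0.25 mM NAD⁺, 0.25 U/mL FDH; ΔRFU over 30 min.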
Active calls of the source: *; ? = inconclusive; [ ] = another dose, or the depositor's remark. Potency is read from the fitted curve at half-maximal effect.

SMILES	KDM5B inh
OC(c1ncc(-c2ccccc2)o1)C(F)(F)F (centres undefined)	23%
N#CC1CCN(C(=O)C2CCc3nnc(-c4ccc(Cl)cc4Cl)n32)CC1 (centres undefined)	10%[115 µM]
Cc1ccc(CNC(=O)c2ccc(-c3nc(CN4CCc5ccccc54)c(C)o3)cc2)cc1	?
CC(=O)Nc1ccc(C(=O)COc2ncnc3sccc23)cc1	-10%
COc1cc(CN(C)C(=O)c2cc3ccccc3oc2=O)ccc1OC(F)F	-10%
Cc1ccc(NC(=O)Cn2cc(C(=O)c3ccco3)c3ccccc32)c(C)c1	?
CC[C@H]1CN(C(=O)Nc2cccc(C(F)(F)F)c2)CC[C@H]1CC(=O)N(C)CC#N	?
O=C(NNS(=O)(=O)c1ccc([N+](=O)[O-])cc1)c1ccncc1	-8%
COC(=O)CSc1ncc2c(n1)-c1ccccc1N(Cc1ccccc1C)S2(=O)=O	?
CC(=O)c1c(C)[nH]c(C(=O)OCC(=O)Nc2ccc(Br)c(C)c2)c1C	29%
COc1cc2c(cc1OC)CN(C(=O)C1CCCN1S(=O)(=O)c1ccc(F)cc1)CC2 (centres undefined)	-1%
O=C(Cc1ccccc1)N1CCC(O)(c2csc(CN3CCc4ccccc4C3)n2)CC1	5%

Two compounds picked at random from the list so far, as already listed:
SMILES	KDM5B inh
CC(=O)Nc1ccc(C(=O)COc2ncnc3sccc23)cc1	-10%
Cc1ccc(CNC(=O)c2ccc(-c3nc(CN4CCc5ccccc54)c(C)o3)cc2)cc1	?

Following part.
SMILES	KDM5B inh
O=C(c1ccn[nH]1)N1CCCCC1c1noc(COc2ccc(F)cc2)n1 (centres undefined)	33%
CCCCCOC(=O)c1c(C)oc2c1cc(NS(=O)(=O)c1cccs1)c1ccccc12	?
Cc1cccc(Cn2c(NCCc3ccccc3)nc3c2c(=O)[nH]c(=O)n3C)c1	-5%
COc1ccc(C(=O)N2C[C@@H](Oc3ccccc3)C[C@H]2C(=O)N2CCOCC2)c(OC)c1	13%
COc1ccc(CNC(=O)[C@@H](C)C2CC[C@@]3(C)CC[C@H](NC(=O)COc4ccccc4)[C@@H](C)[C@@H]3[C@H]2O)cc1 (some centres undefined)	-18%
COc1ccc(NC(=O)Cn2c(C)cc3nc4n(c(=O)c32)CCCC4)cc1	0%
C[C@@H]1CN(C(=O)Cn2ccc(=O)[nH]c2=O)C[C@@]1(O)C1CCC1	43%[activator]
COc1ccc(CN2Cc3[nH]cnc3C[C@H]2c2nc(Cc3ccccc3)no2)cc1	?
CCCOc1cccc(C(=O)Nc2cc(C(C)(C)C)on2)c1	4%
CC1=C(C(=O)OC(C)C)C(c2ccccc2C)N2C(CC(=O)NCC3CC3)=CSC2=N1 (centres undefined)	?
CC(C)(C)c1ccc(C(=O)Nc2ccc(C(O)[C@H]3COCC(=O)N3)cc2)cc1 (some centres undefined)	-8%[86.2 µM]
CCCn1nc(C(=O)N(CC)C2CCS(=O)(=O)C2)c2ccccc2c1=O (centres undefined)	12%
O=C(c1ccc(CS(=O)(=O)c2c(Cl)cccc2Cl)o1)N1CCN(c2ccccc2)CC1	?
O=C(COC(=O)c1ccc(S(=O)(=O)NCc2ccco2)cc1)c1ccc(F)cc1	8%
CN(Cc1ccccc1)S(=O)(=O)c1cc(Br)cc2c1N(C(=O)C1CC1)CC2	-8%
CC(C)NC(=O)c1ccc(F)cc1	6%
COC[C@@H]1CN(C(=O)c2ccco2)C[C@H]1c1ccccn1	4%
Cn1ncc2c(C(=O)N3CCOCC3)cc(-c3ccc([S+](C)(=O)[O-])cc3)nc21	?
CNC(=O)[C@@H]1C[C@H](Oc2ccccc2)CN1C(=O)c1ccc(C)nc1	5%
O[C@H](COc1cccc(F)c1)CN1CCC(C(O)(c2ccccc2)c2ccccc2)CC1	-5%
Cc1[nH]cnc1CN1CCC(c2nnc(CN3CCCCC3)n2C)CC1	-12%
COc1cc(OC)c(N(C)C(=O)c2cc3c(=O)oc4ccccc4c3s2)cc1Cl	1%
Cc1cc(C)c(C(=O)N2CCCC(CCc3ccccc3C)C2)c(=O)[nH]1 (centres undefined)	-14%
CCN(CC)C(=O)Oc1ccc2c(=O)c(Oc3ccc(C(=O)OC)cc3)coc2c1	-8%
COc1cccc(C2CC(=O)Nc3c2c(=O)nc(SC)n3C)c1OC (centres undefined)	7%
CC(=O)Nc1ccc(CNC2CCCC(C)C2C)cc1 (centres undefined)	-28%
Nc1c(C(=O)Nc2cc(Cl)cc(Cl)c2)sc2nc(-c3ccncc3)ccc12	2%
CCn1nc(C)c(C(C)NCc2cccc(OC)c2OCCN2CCOCC2)c1C (centres undefined)	-26%
CCOC(=O)Cn1nc(C)c(NC(=O)COc2ccc(Cl)cc2C)c1C	?
CCOC(=O)c1cccc(NC(=O)N2CC[C@@H](CC(=O)N3CCOCC3)[C@@H](CC)C2)c1	-20%[86.2 µM]
COc1cccc(C(=O)Nc2ccc3nc4n(c(=O)c3c2)CCCCC4)c1	-7%
O=c1cc2nc(-c3ccccc3)nc(SCCOc3ccc(Cl)cc3)n2[nH]1	-11%
CCN(CCO)C[C@@H]1CN(c2nccc(N)n2)C[C@@H]1CO	?
CC(C)c1noc(C2CCCN(C(=O)Cc3cccc(F)c3)CCC(=O)NCC2)n1 (centres undefined)	7%
CC1=C(C(=O)OC(C)C)C(c2ccc([N+](=O)[O-])cc2)N2C(CC(=O)N3CCCC3)=CSC2=N1 (centres undefined)	-11%
Cc1ccc2[nH]c(C(=O)NC(C)c3cccc(F)c3)cc2c1 (centres undefined)	-16%

Already shown: an excerpt of the list.
SMILES	KDM5B inh
COc1cccc(C2CC(=O)Nc3c2c(=O)nc(SC)n3C)c1OC (centres undefined)	7%
CC(=O)Nc1ccc(CNC2CCCC(C)C2C)cc1 (centres undefined)	-28%
Nc1c(C(=O)Nc2cc(Cl)cc(Cl)c2)sc2nc(-c3ccncc3)ccc12	2%
CCn1nc(C)c(C(C)NCc2cccc(OC)c2OCCN2CCOCC2)c1C (centres undefined)	-26%
CCOC(=O)Cn1nc(C)c(NC(=O)COc2ccc(Cl)cc2C)c1C	?
CCOC(=O)c1cccc(NC(=O)N2CC[C@@H](CC(=O)N3CCOCC3)[C@@H](CC)C2)c1	-20%[86.2 µM]

Continued:
SMILES	KDM5B inh
CN1C(=O)S/C(=C\C(=O)O)C1=O	12%
COCCNC(=O)[C@@H]1CCC[C@@H](NC(=O)c2cncnc2)CN(C)C(=O)C1	11%[86.2 µM]
Cc1ccc(S(=O)(=O)NN2C(=O)/C(=C/c3cccs3)SC2=S)cc1	9%
CCc1cc(NCC(c2ccc(C)o2)N2CCOCC2)n2nccc2n1 (centres undefined)	32µM*
Cc1nnc(NC(=O)CCc2ncc(-c3ccccc3)o2)s1	22%
CONC(=O)c1cccc(NC(=O)c2cccs2)c1	32%[activator]
Cc1cc(C)cc(N(CC(=O)NC2CCCCC2)C(=O)c2csnn2)c1	-9%
COc1ccccc1OCC(=O)Nc1ccc(S(=O)(=O)Nc2nccs2)cc1	-13%
CCCN(CC1CCOC1)S(=O)(=O)c1ccc(Br)s1 (centres undefined)	-12%
O=C(NCCCO)C(=O)NCC(c1ccc2c(c1)OCO2)N1CCOCC1 (centres undefined)	?
Cc1ccc(C)c(NC(=O)CN2CCN(Cc3ccco3)CC2)c1	9%
O=C(Cc1cccnc1)NCC(=O)N1CCCCCCNC(=O)CC1c1ccccc1 (centres undefined)	10%

Some of these compounds in order of the KDM5B inh value, high to low.
SMILES	KDM5B inh
Cc1nnc(NC(=O)CCc2ncc(-c3ccccc3)o2)s1	22%
CN1C(=O)S/C(=C\C(=O)O)C1=O	12%
O=C(Cc1cccnc1)NCC(=O)N1CCCCCCNC(=O)CC1c1ccccc1 (centres undefined)	10%
Cc1ccc(C)c(NC(=O)CN2CCN(Cc3ccco3)CC2)c1	9%
Cc1cc(C)cc(N(CC(=O)NC2CCCCC2)C(=O)c2csnn2)c1	-9%
CCCN(CC1CCOC1)S(=O)(=O)c1ccc(Br)s1 (centres undefined)	-12%
COc1ccccc1OCC(=O)Nc1ccc(S(=O)(=O)Nc2nccs2)cc1	-13%

Later entries:
SMILES	KDM5B inh
CCC(=O)Nc1ccc(C(=O)Nc2cccc(C)c2)cc1	2%
Cc1cc(S(=O)(=O)N2CCN(c3ccccc3F)CC2)ccc1-n1cnnn1	-8%
CCCNc1nc(N(C)C)nc(-n2cnc(SCC(=O)OCC)n2)n1	16%
COc1ccc(NC(=O)CSc2nc3c(oc4ccccc43)c(=O)n2-c2ccccc2)cc1OC	-15%
Cn1cc(-c2ccc(Cl)cc2)c2nc(CNc3ccccc3)cn2c1=O	?
Cc1cc(Cl)ccc1OCC(=O)N1CCC(c2nc3ccccc3s2)CC1	-25%
CCN(CC)CC(=O)N1CCC(C(=O)Nc2ccc(-c3nc4ccccc4o3)cc2)CC1	28µM*
Cc1ccc(C)c(S(=O)(=O)N2CCN(C(=O)NC(C)CCc3ccccc3)CC2)c1 (centres undefined)	9%
O=C(NC1CC1)c1cccc(NC(=O)C2CC3CCC2C3)c1 (centres undefined)	-1%
O=C(c1ccc(OC2CCN(C(=O)C3CC3)CC2)nc1)N1CCOCC1	33%
Cc1ccc2oc(-c3ccc(Cl)c(NC(=O)c4ccc(-c5ccccc5[N+](=O)[O-])o4)c3)nc2c1	7%
Cc1cc(N2CCN(c3cccc(C(F)(F)F)c3)CC2)n2nc(-c3ccccc3C)nc2n1	-11%
Cc1ccc2c(C(=O)NCCN3CCCCC3)cc(NC(=O)C(C)C)cc2n1	22µM*
O=C(NCc1cc(F)ccc1F)C1Cn2cccc2C(=O)N1Cc1ccccc1 (centres undefined)	4%
O=C(Nc1cccc(S(=O)(=O)N2CCCC2)c1)c1cccc2cccnc12	-4%
COc1ccc(C(=O)N2CCCC(C(=O)Nc3ccc(C)cc3)C2)c2ccccc12 (centres undefined)	-13%
Cc1cccc(Nc2nc(C(=O)N3CCc4ccccc4C3)cs2)c1	-23%
CCc1ccc(NC(=O)CCn2cnc3ccccc3c2=O)cc1	-7%
Cn1c(SCC(=O)Nc2ccc(Br)cc2)nnc1-c1ccccc1F	-8%
CC(C)c1nncn1C1CCN(S(=O)(=O)c2ccc(Br)cc2)CC1	-2%
CC(=O)Nc1ccc(-n2ccnc2-c2ccc(O)c(CN(C)C)c2)cc1	-4%
Cc1cccc(C(=O)Nc2cccc(OCc3cc(=O)n4cc(C)sc4n3)c2)c1	-9%
Cc1cccc(N=C2NC(=O)/C(=C/c3cccn3C)S2)c1C	23%
CCCCNC(=O)c1cc(NC(=O)CC)cc2nc(C)ccc12	25µM*
O=C(NCCc1ccccc1)N1CCC2(CC1)CC(OCC1CC1)CCO2 (centres undefined)	23%
COc1ccc(C(=O)OCc2cc(=O)n3oc(C)cc3n2)cc1NC(=O)C(C)(C)C	14%
Cc1ncccc1C(=O)N1C[C@@H](COc2ccccc2)[C@H](C(N)=O)C1	16%
CCOc1ccc(C(=O)NCC(c2ccc3c(c2)OCO3)N2CCN(c3ccc(F)cc3)CC2)cc1 (centres undefined)	-17%
Cc1cccc(NC(=O)CSc2nc3c(cc2C#N)CCCC3)c1	-27%
CCn1cc2c3c(cccc31)CN(C(=O)c1ccc(OC)cc1)CC2	?
Cn1c(SCc2nc3ccccc3c(=O)[nH]2)nnc1-c1cccnc1	8%
Cc1cc(CN2CCN(C(=O)NC(C)Cn3cccn3)CC2)no1 (centres undefined)	13%
Cc1cc(C(=O)Cn2nc(C(=O)O)c3ccccc3c2=O)c(C)n1-c1cccc(C(F)(F)F)c1	-5%
CCOc1c(Br)cc(CNc2ccc(N3CCOCC3)cc2)cc1OC	5%
CCc1ccc(C(=O)c2cn(CC(=O)Nc3ccc(OC)cc3OC)c3ccc(CC)cc3c2=O)cc1	-28%
CC(C)(C)n1nnnc1C1CC2(CCOCC2)C(=O)N1Cc1ccco1 (centres undefined)	?
Cc1ccc(SCC(=O)NC2(C#N)CCCC2)nc1	9%
c1cncc(CN2CCN(Cc3c[nH]c4ccccc34)CC2)c1	?
Cc1cc(C)cc(NC(=O)CSCc2cc(=O)n3oc(C)cc3n2)c1	12%
O=C(Nc1ccc(F)cc1)N1c2ccccc2Sc2ccccc21	2%
COc1cccc(CN2CCOC3(CCN([S+](=O)([O-])c4c(C)noc4C)CC3)C2=O)c1	-8%
Cc1ccc(NC(=O)c2nnn3c2COC(c2ccc(F)cc2)C3)c(Br)c1 (centres undefined)	17%
Cc1nc2c(C(=O)NCCc3ccccc3)c[nH]n2c(=O)c1Cc1ccc(F)cc1Cl	?
COc1ccc(C2CC(=O)c3c(C)nc(N4CCN(C=O)CC4)nc3C2)c(OC)c1 (centres undefined)	5%
O=C(c1cccnc1)N1CCCCCCn2c(nnc2-c2ccc(F)cc2)CC1	13%
O=C(N1CCC2(CCCCO2)CC1)C1(c2ccccc2)CC1	-2%
COc1ccccc1CNC(=O)Cn1ccc2ccccc21	10%
COC(F)(C(=O)Nc1ccccc1C(C)C)C(F)(F)F (centres undefined)	-4%
Cc1ccc(S(=O)(=O)NCC(c2ccsc2)N(C)C)cc1 (centres undefined)	9%
CCOc1ccc2c(=O)c(Oc3cc(C)ccc3C)coc2c1	7%
Cc1ccc(-n2nnnc2SCc2nc(N)c3ccccc3n2)c(C)c1	-9%
CCC(=O)N1CCCCCCNC(=O)CC1c1ccccc1 (centres undefined)	-16%
Cc1nc(-c2ccc(S(=O)(=O)NCc3ccc(N(C)C)cc3)cc2)co1	-43%
CC(=O)N1CCC(N2CC[C@@H](CO)N(C)c3ncccc3C2)CC1	35µM*

Some of the compounds tested; count on the stated rates, not on these rows.
